High-throughput results: PubChem BioAssay, several laboratories
MC4R barr agon – human MC4R agonism via beta-arrestin. P32245. U2OS MC4R beta-arrestin complementation, luminescence; percent of melanotan II response, DMSO zero. activation, % at 8.9 µM. 360,000 tested, 0.98% active. AID 540308;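 active means activation above a per-plate cutoff, the mean activation of sample wells on that plate plus 3 SD, cut at about 8% in these data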
Target sequence (P32245 whole entry, looked up): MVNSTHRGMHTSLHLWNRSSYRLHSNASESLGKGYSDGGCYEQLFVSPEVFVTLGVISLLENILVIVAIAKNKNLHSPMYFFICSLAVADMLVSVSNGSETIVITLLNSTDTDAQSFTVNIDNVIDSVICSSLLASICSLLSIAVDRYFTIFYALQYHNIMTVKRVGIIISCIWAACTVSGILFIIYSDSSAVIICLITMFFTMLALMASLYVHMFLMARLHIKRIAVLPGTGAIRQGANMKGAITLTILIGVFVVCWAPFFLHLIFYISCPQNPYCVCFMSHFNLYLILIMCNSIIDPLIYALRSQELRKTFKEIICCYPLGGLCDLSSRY
EBV LMP1 NFkB – inhibitors of Epstein-Barr LMP1-induced NF-kappaB reporter. LMP1-induced NF-kappaB luciferase reporter cells, luminescence. inhibition, % at 12.5 µM. 350,000 tested, 0.69% active. AID 504558; in the data active means inhibition above about 41%;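 further: 0% = neutral control wells and 100% = reference inhibitor control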
SRC1 inh – inhibitors of human steroid receptor coactivator 1 (SRC1); Q15788; 360,000 tested, 0.12% active; AID 588354; HEK293 GAL4-SRC1 luciferase reporter, luminescence; inhibition, % at 3.6 µM;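 active means inhibition above the campaign mean plus 3 SD, with each screening campaign given its own cutoff, cut at about 60% in these data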;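 further: 0% = DMSO treated cells and 100% = gossypol at 36 µM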
NOD2 RIPK2 PPI – NOD2-RIPK2 protein interaction inhibition; AID 624267; 360,000 tested, 0.38% active; inhibition, % at 4.98 µM; CHO BLA complementation NOD2-RIPK2, CCF4 ratio; in the data active means inhibition above about 21%;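 further: 0% = vehicle only and 100% = reference blocker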
LRH-1 inv ag – inverse agonists of human LRH-1 (NR5A2). HEK293T StAR-luciferase reporter, LRH-1 transfected, 24 h. 360,000 tested, 0.13% active. inhibition, % at 3.6 µM. AID 602396;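 active means inhibition above the mean inhibition of all tested compounds plus 3 SD, cut at about 73% in these data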;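 further: 0% = DMSO wells and 100% = reporter-only cells lacking LRH-1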
Target sequence (O00482 whole entry, looked up): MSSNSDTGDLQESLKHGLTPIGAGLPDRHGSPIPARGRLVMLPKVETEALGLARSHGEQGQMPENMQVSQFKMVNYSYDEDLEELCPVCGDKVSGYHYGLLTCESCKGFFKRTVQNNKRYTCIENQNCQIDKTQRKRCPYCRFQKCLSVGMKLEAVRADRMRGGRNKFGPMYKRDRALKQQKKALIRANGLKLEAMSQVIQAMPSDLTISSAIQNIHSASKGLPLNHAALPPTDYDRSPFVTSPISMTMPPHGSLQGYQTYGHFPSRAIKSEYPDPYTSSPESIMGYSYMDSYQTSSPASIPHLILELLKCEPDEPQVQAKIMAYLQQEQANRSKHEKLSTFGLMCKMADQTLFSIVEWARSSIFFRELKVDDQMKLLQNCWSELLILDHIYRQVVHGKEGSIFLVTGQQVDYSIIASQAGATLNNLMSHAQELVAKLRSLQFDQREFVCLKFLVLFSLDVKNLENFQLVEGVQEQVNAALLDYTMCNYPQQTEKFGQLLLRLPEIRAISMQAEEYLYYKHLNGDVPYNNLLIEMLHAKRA
MC4R antag cAMP – antagonists of human melanocortin 4 receptor (MC4R); inhibition, % at 6.5 µM; MC4R-expressing cells, MTII-stimulated cAMP, LANCE TR-FRET; P32245; 360,000 tested, 0.48% active;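 active means inhibition above its plate's cutoff, the mean of tested wells on that plate plus 3 SD, cut at about 29% in these data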;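 further: 0% = Melanotan II alone and 100% = Melanotan II plus saturating MCL0020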
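Material – human MC4R-expressing U2OS cells · Repeats – no replicates · Detection – TR-FRET with Eu-cAMP and labeled anti-cAMP, 671 nm · Times – compound 30 min, challenge 1 h, detection 1 h · Compound – single nominal compound dose of 6.5 µM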
NCOA3 inh – inhibitors of human steroid receptor coactivator 3 (SRC3) | Q9Y6Q9 | HEK293 GAL4-SRC3 luciferase reporter, luminescence | inhibition, % at 3.6 µM | 360,000 tested, 0.17% active;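 active means inhibition above a per-campaign cutoff, the mean of all compounds plus 3 SD, cut at about 60% in these data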;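 further: 0% = DMSO-treated cells and 100% = gossypol-treated cells at 36 µM; higher means less SRC3-driven luciferase light from the GAL4 reporter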
ABHD5-PLIN5 inh – blocks binding of human ABHD5 to perilipin-5; inhibition, % at 4 µM; Q00G26+Q8WTS1; Split G. princeps luciferase complementation, luminescence, 4 h; 360,000 tested, 0.78% active;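 active means inhibition above the mean inhibition across every tested compound plus 3 SD, cut at about 22% in these data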;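 further: 0% = DMSO only wells and the 100% control is not disclosed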
TLR9-MyD88 inh – inhibitors of human TLR9-MyD88 binding | inhibition, % at 4.98 µM | 340,000 tested, 0.21% active | CHO BLA complementation TLR9-MyD88, CCF4 FRET ratio | AID 504734 | Q9NR96+Q99836;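 active means inhibition above the mean over all tested compounds plus 3 SD, cut at about 21% in these data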;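 further: 0% = DMSO only wells and 100% = clavulanate BLA inhibitor control wells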
NR2F2 inh – inhibitors of human COUP-TFII (NR2F2); HEK293T NGFI-A luciferase reporter, luminescence; inhibition, % at 8.6 µM; 370,000 tested, 0.7% active; AID 686940;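 active means inhibition above a per-plate cutoff, mean inhibition of test wells between control levels plus 3 SD, cut at about 38% in these data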;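 further: cells cotransfected with COUP-TFII expression vector driving the NGFI-A reporter; 0% = median of COUP-TF2 test wells and 100% = reporter-only cells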
SRC2 inh – inhibits human steroid receptor coactivator 2; Q15596; HEK293 GAL4-SRC2 luciferase reporter, luminescence; inhibition, % at 9 µM; 370,000 tested, 0.17% active;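 active means inhibition above the mean inhibition of all tested compounds plus 3 SD, set per campaign, cut at about 52% in these data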;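 further: 0% = DMSO treated cells and 100% = cells given Gossypol at 36 µM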
Numbers without * were called inactive; nt = no result given; & = joins results of further samples. These rows are one share of the data. The share of hits here may be higher or lower than overall.

The opening 2 compounds, to show the layout:
SMILES	MC4R barr agon	EBV LMP1 NFkB	SRC1 inh	NOD2 RIPK2 PPI	LRH-1 inv ag	MC4R antag cAMP	NCOA3 inh	ABHD5-PLIN5 inh	TLR9-MyD88 inh	NR2F2 inh	SRC2 inh
O=C(CCC(=O)N1CCSc2ccccc21)NC1CCCCC1	-0.5	-7	-4	-11	-2	6	-20	-2	-6	-5	-20
COc1cc2c(cc1OC)C(c1ccc(Br)cc1)CC(=O)N2 (stereo not given)	1.7	5	8	4	4	-3	-7	5	-5	8	-23

The listing, from the start:
SMILES	MC4R barr agon	EBV LMP1 NFkB	SRC1 inh	NOD2 RIPK2 PPI	LRH-1 inv ag	MC4R antag cAMP	NCOA3 inh	ABHD5-PLIN5 inh	TLR9-MyD88 inh	NR2F2 inh	SRC2 inh
O=C(CCC(=O)N1CCSc2ccccc21)NC1CCCCC1	-0.5	-7	-4	-11	-2	6	-20	-2	-6	-5	-20
COc1cc2c(cc1OC)C(c1ccc(Br)cc1)CC(=O)N2 (stereo not given)	1.7	5	8	4	4	-3	-7	5	-5	8	-23
Cc1ccc(C(=O)CN2C(=O)c3ccccc3S2(=O)=O)cc1	-1.6	74*	48	-7	13	9	63*	-3	-6	74*	68*
Cc1[nH]c(=O)nc(SCc2ccc(Cl)c(Cl)c2)c1C#N	0.7	-5	5	12	-7	5	6	-4	-7	3	16
Cc1ccsc1C(=O)NNC(=O)C1C2C=CC(C2)C1C(=O)O (stereo not given)	-0.9	-3	-139	1	-177	8	-79	-5	5	-50	-69
O=[N+]([O-])c1ccc(Oc2ccc(OCc3ccccc3)cc2)nc1	0.8	-5	4	-3	7	-6	6	-13	-12	-3	-7
COc1cc2c[n+](C)c3c4ccccc4ccc3c2cc1OC	1.4	-6	-14	-4	-3	-5	-8	7	-4	-25	-28
COc1ccc(OCC(=O)NCCCCCCNC(=O)COc2ccc(OC)cc2)cc1	1.7	3	-17	-7	14	2	-3	4	-10	1	0
CC(C(=O)NC(=O)NCc1ccccc1)N1C(=O)c2ccccc2C1=O (stereo not given)	-0.4	-9	-3	-8	4	0	4	0	-4	-5	-14
O=C(CCCCCn1nnc2ccccc2c1=O)Nc1ccccc1F	0.1	7	-13	2	8	14	-7	-5	-6	22	23
CCOc1ccc(NC(=O)CCCN2C(=O)C(c3ccccc3)Oc3cccnc32)cc1 (stereo not given)	-1.6	-4	-21	1	11	-4	0	-7	2	10	-6
CCOC(=O)C(C(=O)NCc1ccc(C)cc1)c1ncc(C(F)(F)F)cc1Cl (stereo not given)	-0.6	11	-15	0	3	3	-5	-2	6	3	-8
CC(=O)c1ccccc1NCC(=O)Nc1ccc(C)cc1	-2.9	-10	-76	-4	-33	11	-19	-3	9	-12	-16
O=C(Cn1nnc2ccccc21)Nc1ccc([N+](=O)[O-])cc1	-2.0	-14	-13	-2	0	7	16	0	-8	-8	-23
COc1ccc(OCC(=O)NCCNC(=O)c2cccnc2)cc1	-1.5	-3	-15	0	18	9	11	1	13	11	5
COCc1[nH]nc2c1C(c1ccc(F)cc1F)C(C#N)=C(N)O2 (stereo not given)	-0.8	26	6	-8	21	-2	8	1	8	-8	14
O=C(NCc1cccs1)c1cccc(S(=O)(=O)N2CCCCC2)c1	-0.7	-4	-15	0	-9	-6	5	-1	-8	7	-16
CN1C(=O)C(N=Nc2ccc([N+](=O)[O-])cc2)SC1=S (stereo not given)	-1.4	6	-14	-1	5	1	-11	-4	2	5	-23
CCOc1ccc(S(=O)(=O)NCCC(=O)OCC(=O)NC(=O)c2cccn2C)cc1	-1.1	2	-2	2	6	17	-20	-1	-6	-15	-11
COc1cccc(CNc2nc3cc(-c4cccc(OC)c4)sc3c(=O)n2C)c1	2.2	nt	-8	-11	1	8	-34	-4	nt	10	-2
CC(NS(=O)(=O)c1ccc(Br)s1)c1ccccc1 (stereo not given)	0.9	-5	18	-5	8	2	-19	-2	-11	-6	5
COc1cccc(NC(=O)c2ccccc2OCc2c(C)noc2C)c1	-1.1	-4	13	-12	-11	24	-17	7	-9	-8	-17
Cc1ccc2cc(C)c(SCC(=O)NCc3ccco3)nc2c1	-1.9	5	-9	-7	12	5	11	1	1	-19	21
CC(Sc1nc(N)cc(=O)[nH]1)C(=O)Nc1nc2c(s1)CCCC2 (stereo not given)	-1.3	0	19	-2	-2	-1	-2	-6	-2	4	2
COC(=O)[C@]12CCCCC=C1N(Cc1ccc(Cl)cc1Cl)C(=O)[C@H](CC(=O)N1CCCCC1)C2	nt	nt	nt	-4	-17	nt	nt	-7	nt	-11	27
CCc1ccc(NC(=O)CSc2nc(CSc3ccc(C)cc3)cc(=O)[nH]2)cc1	0.3	-2	18	-12	2	4	-17	-2	-4	3	-12
O=C1Cc2cc(S(=O)(=O)N3CCCCC3)ccc2N1	-0.1	-9	3	-3	-11	12	-11	4	3	-12	-6
O=S(=O)(c1ccc(-c2csc(Nc3ccc(Br)cc3)n2)cc1)N1CCCC1	-1.5	8	21	-6	35	9	23	0	2	9	-18
CCCCOc1ccc(NC(=O)C(=O)NCCC2=CCCCC2)cc1	1.4	-4	11	7	-4	7	-12	-6	-8	-10	-20
CC1(C)OC(=O)C2=C(C[C@@H](C3CCCCC3)O[C@H]2c2ccc(Cl)cc2)O1	nt	nt	16	-4	8	nt	26	-5	nt	17	-15
CC1=CC(C)(C)NC(=S)N1c1ccc([N+](=O)[O-])cc1	1.0	1	2	-4	-14	6	7	-3	-7	4	-37
NC(=O)c1cc([N+](=O)[O-])c(Cl)cc1NCc1ccncc1	-1.9	-3	7	8	-11	7	10	2	-1	-11	3
Cc1ccc(-c2ccc(C(=O)NCc3ccccc3)o2)c2ccccc12	-1.0	-5	0	-8	-2	2	-29	8	5	-5	-11
CCN(CC)C(=O)c1cccc(NC(=O)C2CCN(C(=O)c3cccs3)CC2)c1	-0.2	-5	-7	-3	3	4	6	0	-12	5	4
O=C(O)Cn1c(=O)c2cccn2c2ccccc21	-0.8	7	8	-5	-2	-2	-6	2	-4	-13	-23
CCOC(=O)c1ccc(NS(=O)(=O)c2cc3c4c(c2)CCN4C(=O)CC3)cc1	1.1	6	-15	-6	-3	3	-2	5	3	18	10
COc1cccc(-c2c(-c3cc(OC)cc(OC)c3)n(C)c3ccc(-c4cccc5[nH]ccc45)cc23)c1	3.9	3	3	10	-6	7	-8	-7	-17	2	-26
COCCN(C(=O)COC(=O)c1ccc(C)o1)c1c(N)n(Cc2ccccc2)c(=O)[nH]c1=O	1.0	3	4	6	-9	11	12	-3	-1	1	2
CN(C)CCOC(c1ccc(Cl)cc1)c1ccccn1 (stereo not given)	-0.7&-1.4	0&-5	-5&4	5&-10	-1&-4	6&2	-3&1	0&-5	5&1	-8&-11	-10&-16
O=C(Nc1cccc(C(F)(F)F)c1)c1ccc(N2CCNCC2)c([N+](=O)[O-])c1	-2.4	-7	7	-1	-15	-3	12	-2	nt	4	-14
CCCCOc1ccc(C(=O)NCC(=O)NNC(=O)C2COc3ccccc3O2)cc1 (stereo not given)	-0.4	1	-25	0	1	6	-18	-1	-4	18	-29
Cc1cccc(C)c1N(CC(O)Cn1c2ccccc2c2ccccc21)S(C)(=O)=O (stereo not given)	2.0	-2	-2	2	3	13	25	-1	1	-17	5
COc1cccc(N2CC(O)Cn3c2nc2c3c(=O)n(CCCc3ccccc3)c(=O)n2C)c1 (stereo not given)	0.7	2	11	-2	-33	12	15	2	-9	28	-8
COc1ccc(N(CC(=O)Nc2ccc(C)c(C)c2)S(=O)(=O)c2c(C)n[nH]c2C)cc1	-2.1	1	-10	-6	-4	14	-36	4	0	-10	11
Cc1ccc(-c2nc(CS(=O)CC(=O)N3CCN(c4ncccn4)CC3)c(C)o2)cc1 (stereo not given)	2.1	4	-15	-2	6	3	-9	0	6	11	18
Cc1[nH]c2ccccc2c1C1C(c2ccccc2)=NN=C(C(C)C)N1O (stereo not given)	0.1	13	-8	5	-3	0	-5	-12	3	-8	-39
COc1ccc(N2C(S)=C(C#N)C(=O)NC23CCCCC3)cc1	-1.4	-2	-21	-2	-2	15	1	1	-14	-15	-5
C=CCc1cccc(CNc2nc3ccccc3n2CCC)c1O	1.6	-9	2	5	21	11	2	-21	1	3	-6
CC(C)n1nc(C(=O)OCn2nnc3ccccc3c2=O)c2ccccc2c1=O	-0.3	2	4	-6	0	23	9	-3	-8	-3	4
O=C(c1ccccc1[N+](=O)[O-])N1CCCC(C(=O)N2CCCCCC2)C1 (stereo not given)	-1.3	9	-5	3	15	2	2	0	-11	-2	-18
Cc1ccc(NC(=O)c2cccc(C(F)(F)F)c2)cc1NC(=O)c1[nH]cnc1C(N)=O	2.3	16	-5	-6	-3	7	-42	0	28*	6	-9
CCN1C(=O)N(c2ccc(Cl)cc2)C(C)=CC1(C)C	-1.2	-2	-13	0	9	-2	-8	-1	-10	-23	2
Cc1ccc(Cn2c(=O)c3c(ncn3C)n(C)c2=O)cc1	0.5	-6	5	-17	-4	3	8	-4	-1	0	-17
CCOc1cc(N2CCOCC2)c(OCC)cc1NC(=O)c1ccc2ncsc2c1	0.7	-1	-25	-8	8	-3	0	-5	-11	9	10
Cc1oc2c(Cl)c(Cl)c(O)c(CN(C)C)c2c1C(=O)c1ccc(Cl)cc1	1.5	18	49	-1	7	13	33	1	5	34	20
COc1ccc(-n2c(-c3ccco3)n[nH]c2=S)cc1	-2.4	-3	-8	0	9	-3	10	-1	8	7	-23
COc1ccc([C@H]2C[C@@H](O)[C@H](n3cc(COC(=O)c4ccccc4)nn3)CN2CC2CCCCC2)cc1	0.6	6	10	-9	-10	4	-7	-13	0	-11	6
C[C@H](NC(=O)Cc1cccc2ccccc12)C(=O)N1CCCN(C)CC1	-0.1	0	-7	-5	3	2	16	0	3	17	-41
COc1ccc(S(=O)(=O)N2C[C@H]3CON(C)[C@H]3C[C@H]2c2ccc(-c3cc4ccccc4o3)cc2)cc1	-1.6	-6	-15	-25	-32	5	10	-6	0	2	23
Cc1cccc(C(=O)NCc2nnc3c4ccccc4c(-c4ccccc4)nn23)c1	1.2	6	23	-5	18	17	7	3	-16	10	3

The list continues:
SMILES	MC4R barr agon	EBV LMP1 NFkB	SRC1 inh	NOD2 RIPK2 PPI	LRH-1 inv ag	MC4R antag cAMP	NCOA3 inh	ABHD5-PLIN5 inh	TLR9-MyD88 inh	NR2F2 inh	SRC2 inh
CN(C)CCCN(C(=O)C1COc2ccccc2O1)c1nc2cc3c(cc2s1)OCO3 (stereo not given)	0.3	7	5	2	5	0	-4	-3	-4	3	-3
CCCc1c(C(=O)OCC)sc(N)c1C#N	-1.5	-2	15	-8	-12	-11	-7	-4	0	11	16
COc1ccccc1NC(=O)C1CCN(c2ncccn2)CC1	0.1	4	-8	-2	-17	23	13	-1	1	7	4
CC(=O)CCc1c(C)[nH]c2ccccc2c1=O	-1.8	2	2	-12	4	-1	13	-2	-8	9	-28
